Screens from PubChem.
PhoP inhibition = inhibitors of PhoP regulon expression, primary screen, Salmonella Typhimurium, GFP reporter (AID 1863); S. Typhimurium PhoP-regulated promoter GFP reporter, 4 h; higher % means a stronger effect; inhibition, % at 50 µM; hits with a dose series show IC50 in µM; hit rate 0.16% among 300,000;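 active = inhibition over 29.93%, a cutoff 3 SD above the screen mean, later confirmed by dose response; inconclusive = inhibition over 29.93% but no dose response follow-up; inactive = inhibition at most 29.93% or unconfirmed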;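 note: 0% = low Mg2+ inducing control and 100% = high Mg2+ repressing control; strong numbers were not always called active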
GPR55 antagonists = GPR55 antagonists blocking LPI-driven arrestin recruitment, primary screen, imaging, U2OS, beta-arrestin-GFP, LPI agonist (AID 2013) | U2OS GPR55 beta-arrestin-GFP translocation imaging, LPI antagonism; higher % means a stronger effect | inhibition, % at 10 µM, or IC50 in µM where a hit was titrated | hit rate 0.13% among 290,000;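 active = spots per cell inhibited over 60%, with over 100 cells counted and total cytoplasm intensity under 500,000; inconclusive = wells with under 100 cells, flagged as likely toxic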;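 note: U2OS cells stably carrying GPR55 and arrestin-GFP stimulated by 5 µM LPI near EC80; imaged beta-arrestin-GFP aggregate spots per cell after agonist stimulation; plate controls were LPI-stimulated DMSO wells for no effect and DMSO wells without LPI for full effect; some results filed as inactive read as strong as hits; confirmed hits need IC50 under 10 µM and bright autofluorescent wells are also inconclusive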
Rac1 GTP hydrolysis = MgcRacGAP GTPase-activating activity inhibitors, confirmation, biochemical, ADP Hunter fluorescence. inhibition, % at 30 µM; hits with a dose series show IC50 in µM. AID 624330, 2012. Rac GTPase-activating protein 1 (Homo sapiens). hit rate 0.6% among 340,000. MgcRacGAP-stimulated Rac1 GTP hydrolysis, ADP Hunter fluorescence; higher % means a stronger effect; GST-tagged Rac1 F28L mutant substrate;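 active = first-screen hits whose inhibition reached a set limit at any dose in the follow-up dose series; inconclusive = inhibition above the set first-screen limit but never retested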;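 note: fluorescence reports GDP produced by GAP-driven GTP hydrolysis; strong numbers were not always called active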
NS5 inhibitors = Dengue-2 NS5 methyltransferase inhibitors, primary screen, biochemical, confirmation dose response (AID 588689). Genome polyprotein (Dengue virus type 2 (strain 16681-PDK53)). Dengue-2 NS5 methyltransferase capping enzyme assay, biochemical; higher % means a stronger effect. inhibition, % at 25 µM, or IC50 in µM where a hit was titrated. hit rate 0.3% among 340,000; in the data active = a potency from the dose series; inconclusive = inhibition above about 29% without an active follow-up result
UTI89 phage lysis = inhibition of K1F phage lysis, E. coli UTI89, bacterial capsule biogenesis inhibitors, alamar blue (AID 488966); E. coli UTI89 K1F phage lysis, alamar blue, 2 h; higher % means a stronger effect; inhibition, % at 100 µM; hits with a dose series show IC50 in µM; hit rate 0.02% among 340,000;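 active = phage lysis inhibition, versus mean bacterial control, above a set limit; inconclusive = no clear call, values can overlap the other calls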;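 note: capsule biogenesis inhibitors block K1F phage lysis so surviving cells raise fluorescence; higher fluorescence means more inhibition of phage lysis; actives were called in the ten point dose series up to 300 µM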
GPR35 antagonists = GPR35 antagonists blocking zaprinast-driven arrestin recruitment, primary screen, imaging, U2OS, beta-arrestin-GFP, zaprinast agonist (AID 2058) | U2OS GPR35 beta-arrestin-GFP translocation imaging, zaprinast antagonism; higher % means a stronger effect | hit rate 0.052% among 290,000 | inhibition, % at 10 µM; hits with a dose series show IC50 in µM;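 active = inhibition of at least 50% with at least 30 cells and total cytoplasm GFP at most 10,000,000; inconclusive = under 30 cells or total GFP of 10,000,000 plus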
HIV peptide binding = inhibitors of HIV fusion peptide binding, primary screen, biochemical, uHTS, fluorescence dequenching (AID 1986); cell-free peptide binding, fluorescence dequenching, 30 min; higher % means a stronger effect; inhibition, % at 20 µM; hits with a dose series show IC50 in µM; hit rate 0.3% among 290,000; in the data active = inhibition mostly above about 52%, no sharp cut-off; inactive = mostly below about 76%; note: some results filed as inactive read as strong as hits
RSV CPE inhibition = RSV antiviral activity via CPE protection, HEp-2 cells, primary 10 µM value included (AID 2391) | HEp-2 cells, RSV-induced CPE inhibition; higher % means a stronger effect | CPE inhibition, % at 10 µM; hits with a dose series show IC50 in µM | hit rate 0.13% among 310,000; in the data active = a potency from the dose series; inconclusive = CPE inhibition mostly from about 23% at the one dose, without a potency; inactive = the rest, 99 in 100 with CPE inhibition below about 21%; note: strong numbers were not always called active
SV40 large T antigen = SV40 large T antigen inhibitors, biochemical (AID 1903); SV40 large T antigen ATPase/helicase inhibition assay; higher % means a stronger effect; inhibition, % at 20 µM; hits with a dose series show IC50 in µM; hit rate 0.39% among 310,000; in the data active = a potency from the dose series; inconclusive = inhibition mostly from about 32% at the one dose, without a potency; inactive = the rest, 99 in 100 with inhibition below about 32%; note: strong numbers were not always called active
Numbers without * were called inactive; i = inactive; ? = inconclusive; . = not tested or not shown; [ ] = dose if it differs, or a comment. Outcome played no part in choosing rows. About 1.5% of those tested had a hit in this group.

SMILES	PhoP inhibition	GPR55 antagonists	Rac1 GTP hydrolysis	NS5 inhibitors	UTI89 phage lysis	GPR35 antagonists	HIV peptide binding	RSV CPE inhibition	SV40 large T antigen
Nc1cccc(-c2cn3cccnc3n2)c1	4%	8%	-1%	-4%	-0.1%	-8%	-0.1%	4.5%	5%
O=C(CSc1nnc(Cc2cc(=O)[nH]c(=O)[nH]2)n1-c1ccccc1)NCC1CCCO1 (configuration not stated)	-4%	15%	8%	25%	0.7%	-1%	-0.9%	1.0%	16%
COc1ccccc1C(c1nnnn1C(C)C)N1CCN(C(=O)c2ccco2)CC1 (configuration not stated)	-2%	3%	5%	-2%	0.0%	0%	0.4%	0.9%	4%
COc1ccc(-n2nc(C(=O)NCC(=O)N3CCN(c4ccccc4OC)CC3)c3ccccc3c2=O)c(OC)c1	5%	-7%	5%	-2%	0.4%	9%	-1.5%	1.4%	8%
Cc1ccc(-c2c(C#N)c(N)nc3c2CCCC3)o1	1%	6%	0%	-23%	-0.4%	-3%	6.4%	?	6%
Cc1ccc(C(=O)NNC(=O)c2cc(C)nc3ccccc23)cc1	.	.	4%	-7%	0.8%[50 µM]	.	.	-0.4%	.
Cc1ccc(/C=N/NC(=O)c2csc(C)c2)o1	-13%	-1%	8%	0%	-0.2%	-2%	9.8%	1.0%	6%
NC(=O)c1cc2nc(-c3ccco3)cc(C(F)(F)F)n2n1	-7%	0%	14%	1%	0.6%	2%	19%	5.2%	9%
O=C(CCCc1nc2ccccc2s1)N1CCN(S(=O)(=O)c2cccs2)CC1	-4%	19%	0%	5%	i	5%	-0.2%	1.6%	4%
Cc1cccc(C)c1NC(=O)C1(NC(=O)Cn2cccc([N+](=O)[O-])c2=O)CCCCC1	-1%	2%	5%	-3%	5.6%	12%	3.0%	1.2%	5%
COc1ccc(OC)c2sc(N(CCN(C)C)C(=O)c3ccc4ccccc4c3)nc12	-13%	-10%	13%	-2%	0.5%	-15%	-1.6%	-0.1%	3%
COc1cc(C(=O)Oc2cc(N)n(S(=O)(=O)c3ccccc3)n2)cc(OC)c1OC	-2%	2%	4%	-13%	0.1%	16%	0.7%	0.0%	4%
CN(Cc1ccccc1)S(=O)(=O)c1ccc(Cl)c(C(=O)NCc2ccncc2)c1	3%	.	-3%	2%	-0.1%[50 µM]	.	.	7.2%	21%
O=C(NC(C(=O)O)c1ccccc1)c1ccccc1 (configuration not stated)	-21%	-4%	0%	6%	1.7%	26%	-3.4%	-0.1%	1%
CCCCOc1ccc(-c2cc(C(F)(F)F)c(C#N)c(SCC(=O)O)n2)cc1	-18%	6%	7%	-4%	-3.5%	-4%	79%*	8.2%	13%
COc1ccc(-c2noc(CNS(=O)(=O)c3ccc(NC(C)=O)cc3)n2)cc1	1%	-11%	-7%	8%	-0.1%	-15%	0.4%	1.1%	-3%
O=C(CCn1c(=S)[nH]c2ccccc2c1=O)NCC1CCCO1 (configuration not stated)	0%	-11%	-1%	-6%	-1.0%	-5%	-0.7%	-0.1%	9%
COc1ccc(OCCCC(=O)NCC(C)C)cc1	-4%	-2%	5%	3%	4.3%	-10%	-0.5%	0.3%	8%
CC(C)OC(=O)C[N+](C)(C)CCN1C(=O)C2C(c3ccccc3)C=CC(c3ccccc3)C2C1=O (configuration not stated)	-8%	5%	-3%	.	0.6%	-2%	-1.8%	-1.8%	9%
CCc1ccccc1OCC(=O)NNCC(=O)Nc1cccc(C#N)c1	.	.	5%	-7%	0.9%[50 µM]	.	.	1.3%	.
CSc1ccccc1NC(=O)c1c(C)noc1C	-4%	-7%	2%	-4%	1.4%	9%	1.0%	0.5%	3%
CCn1c(/C=N/n2cnnc2)nc2ccccc21	-3%	8%	2%	-5%	1.7%	-24%	-0.2%	0.5%	-1%
N#C/C(=C/c1ccc(N2CCCCC2)o1)C(=O)NCCc1c[nH]c2ccccc12	-3%	?	20%	?	4.5%	?	12%	23%	17%
Cc1ccc(Nc2nc(N)c3ccccc3n2)cc1C	-7%	42%	21%	0%	8.2%	19%	-2.1%	?	20%
Cc1cccc(C)c1NC(=O)C1c2cccc[n+]2CC(=O)N1Cc1ccc2c(c1)OCO2 (configuration not stated)	11%	8%	7%	-11%	0.3%	2%	-0.6%	1.4%	-19%
CNc1ccc(C(=O)N2CCN(S(=O)(=O)c3ccc4c(c3)OCCCO4)CC2)cc1[N+](=O)[O-]	-2%	2%	-4%	-6%	-0.1%[50 µM]	2%	-0.8%	?	12%
COc1ccc(NC(=O)CN(C)C(=O)CCNC(=O)c2ccccc2OC)cc1	-6%	.	4%	-3%	-1.5%	.	.	-1.0%	4%
Nc1ncnc2nc(SCCC(=O)O)[nH]c12	-7%	10%	9%	-11%	-0.3%	10%	-0.5%	0.1%	17%
CCc1c(C(=O)N2CCOCC2)csc1C	9%	6%	0%	-2%	-0.4%	-1%	-0.5%	0.5%	1%
O=C(CSc1ccc2ccccc2c1)Nc1nc2ccccc2[nH]1	3%	10%	6%	-3%	-5.5%	8%	-1.1%	1.9%	4%
Cc1ccc(S(=O)(=O)NCC(c2ccco2)N2CCc3ccccc3C2)cc1 (configuration not stated)	13%	.	3%	-5%	-0.1%[50 µM]	.	.	2.9%	7%
NC(=O)C1CCN(C(=O)c2ccc(Oc3ccccc3)cc2)CC1	-3%	6%	6%	-1%	-1.5%	-5%	-1.2%	.	14%
Cc1cc(NS(=O)(=O)c2ccc(NC(=O)c3cc4ccccc4o3)cc2)no1	-5%	11%	.	.	.	10%	2.8%	.	2%
CCn1cc(C(=O)O)c(=O)c2cc(F)c(N3CCN(C(=S)NC(=O)c4ccccc4Br)CC3)cc21	9%	-4%	4%	-7%	1.6%	8%	4.0%	4.5%	-3%
CCOC(=O)C1=C(N)N2C(=O)C(C)SC2=C(C(=O)OC)C1c1cccc(OC)c1 (configuration not stated)	1%	0%	0%	-1%	2.9%	-16%	1.3%	1.3%	-1%
COc1cc(CN2CCN(C3CCC3)CC2CCO)cc(OC)c1 (configuration not stated)	-5%	8%	13%	-2%	0.2%	1%	-0.5%	-0.4%	2%
CC1CCC2C(=O)N(c3cccc(C(=O)Nc4ccc(F)cc4)c3)C(=O)C2C1 (configuration not stated)	-6%	5%	7%	-7%	-0.2%	-1%	0.4%	1.7%	-3%
COc1ccc(NCc2nc3ccccc3n2CCOc2ccc(C)cc2)cc1	9%	-8%	17%	-7%	-0.1%[50 µM]	-8%	-1.2%	0.3%	24%
CC1CCCN(c2ccc(C(=O)Nc3cccnc3)cc2[N+](=O)[O-])C1 (configuration not stated)	10%	-5%	7%	-12%	0.0%	-7%	-0.6%	18%	2%
COc1ccc(CSc2ncnc3sccc23)cc1F	-5%	-7%	1%	0%	0.1%	16%	-2.7%	1.0%	3%
CCOc1cc(N2CCOCC2)c(OCC)cc1NC(=O)CN1CCN(Cc2ccc3c(c2)OCO3)CC1	5%	-1%	5%	4%	0.2%	-10%	-2.0%	-1.4%	7%
CC(=O)OCCN(C)c1cc(SC(C)C)c2nonc2c1[N+](=O)[O-]	15%	21%	0%	9%	0.3%	9%	-1.4%	3.2%	7%
Cc1cc(N2C(=O)CCC2=O)n(-c2ccccc2)n1	-5%	-1%	12%	-5%	0.2%	-3%	2.6%	1.2%	2%
CS(=O)(=O)c1ccc2nc(NC(=O)c3ccc(NS(=O)(=O)c4ccc(F)c(F)c4)cc3)sc2c1	-9%	-9%	10%	6%	0.3%	-3%	7.3%	3.8%	12%
CCc1nc2sccc2c(=O)n1N	-3%	7%	-1%	.	-0.8%	4%	-1.2%	1.4%	9%
O=C(O)c1ccc(NC(=O)c2cn(-c3ccccc3)nc2-c2cccc(Cl)c2)cc1	-2%	-1%	8%	4%	0.1%	-2%	51%	42%	7%
CC(C)NC(=O)c1ccc2c(=O)n(Cc3ccco3)c(=S)[nH]c2c1	2%	-25%	6%	5%	0.3%	-4%	0.2%	0.2%	-1%
COc1ccc(CC(=O)NNS(=O)(=O)c2ccc(F)cc2)cc1OC	-2%	-3%	-8%	-3%	-0.5%	13%	-1.3%	0.9%	5%
CCOC(=O)c1nnn(-c2nn3nnnc3c3ccccc23)c1C	-4%	-8%	4%	0%	1.8%	2%	0.9%	0.1%	-2%
O=S(=O)(NCCc1csc(-c2ccccc2)n1)c1cccnc1	-6%	0%	7%	1%	-0.7%[50 µM]	6%	3.8%	-0.7%	5%
O=S(=O)(Nc1ccc(Cl)cn1)c1cnc(Cl)c(Br)c1	0%	1%	7%	-1%	0.2%[50 µM]	56%	6.2%	-0.1%	14%
COc1cccc(-c2nnc(Nc3nc4c(F)cccc4s3)o2)c1	-12%	-10%	-3%	3%	0.2%	2%	1.1%	11%	-2%
Fc1ccc(N2CCN(Cc3c[nH]c4ccccc34)CC2)cc1	-1%	11%	.	.	.	-3%	-1.1%	-2.6%	11%
CC(C)(C)N/N=C/c1cc(Cl)cc([N+](=O)[O-])c1O	-2%	6%	-19%	7%	-0.1%[50 µM]	-29%	22%	8.1%	20%
CC(=O)c1ccc(NC(=O)C2CCN(S(=O)(=O)c3cccnc3)CC2)cc1	-12%	-3%	12%	-8%	0.3%	14%	0.3%	3.4%	12%
Cc1noc(C)c1COc1ccc(CC(=O)NC2CCCCCC2)cc1	6%	13%	8%	-15%	-0.2%	-2%	0.6%	3.0%	2%
Cc1nc(CS(=O)(=O)c2ccccc2)cc(Sc2ccc(Cl)cc2)n1	2%	9%	-1%	-5%	-0.1%	-14%	0.9%	1.6%	3%
CN(c1ccc(C(=O)Nc2ccc3c(c2)OCO3)cc1)S(C)(=O)=O	-8%	2%	6%	-3%	0.2%	17%	-1.0%	15%	14%
